G6PDH counter: L. mesenteroides G6PDH inhibition counter-screen | Purified L. mesenteroides G6PDH, diaphorase/resazurin coupled fluorescence, 45 min | 200,000 tested, 0.12% active | inhibition, % at 5 µM | AID 1020
Diaphorase act: activates diaphorase or chemically reduces, flagging diaphorase assay artifacts; 190,000 tested, 0.005% active; activation factor at 20 µM; Diaphorase/resazurin coupled assay, resorufin fluorescence, 16 min; hits give high values; 1 = vehicle wells, 0 = NADH-free wells;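 active = diaphorase activity raised at least twofold by the compound at 20 µM; inactive = activation factor below 2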
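Assay system: bacterial diaphorase enzyme (C. kluyveri) / Input: enzyme 0.07 U/mL final / Medium: 50 mM HEPES pH 7.4 with 4.542 mM MgCl2, 0.005% Tween 20 / Doses: single compound dose of 20 µM, 1% DMSO final / Incubation: 16 min enzyme reaction, ambient temperature / Signal: fluorescence, excitation 544 nm and emission 590 nm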
Hsp70 activator: transcriptional activators of Hsp70. activation, % at 10 µM. HeLa Hsp70 promoter luciferase reporter, luminescence; scaled: vehicle 0, proteasome-inhibitor control 100%. 200,000 tested, 0.04% active;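 active = activation above the mean across all tested compounds plus 3 SD, cutoff set per campaign, cut at about 5.5% in these data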;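 also: 100% = MG132 at 30 µM as the positive control and 0% = DMSO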
Lmaj promast: reduces viability of Leishmania major promastigotes; AID 1063; inhibition, % at 10 µM; resazurin fluorescence viability; 200,000 tested, 9% active;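 also: promastigotes grown with compound for 44 hours at 28 °C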
PMI act: activators of human phosphomannose isomerase; purified human PMI, coupled resazurin fluorescence, 20 min; hits give high values; 1 = vehicle control, 0 substrate-free wells; activation factor at 20 µM; 190,000 tested, 0.005% active;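 active = activation factor of 2 or more at 20 µM, relative to plate controls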
Target sequence (P34949 whole entry, looked up): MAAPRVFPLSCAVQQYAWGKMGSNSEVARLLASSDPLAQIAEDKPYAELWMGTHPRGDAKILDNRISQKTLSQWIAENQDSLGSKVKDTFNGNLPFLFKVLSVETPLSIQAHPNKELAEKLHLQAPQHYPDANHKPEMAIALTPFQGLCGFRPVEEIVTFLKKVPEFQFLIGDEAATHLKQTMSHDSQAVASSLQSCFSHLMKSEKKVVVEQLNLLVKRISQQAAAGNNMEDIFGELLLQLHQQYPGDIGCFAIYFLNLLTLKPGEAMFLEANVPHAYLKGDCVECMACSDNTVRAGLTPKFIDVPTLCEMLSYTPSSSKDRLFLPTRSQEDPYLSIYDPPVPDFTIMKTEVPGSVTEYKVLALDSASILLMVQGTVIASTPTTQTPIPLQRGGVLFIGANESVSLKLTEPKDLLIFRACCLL
TLR4 MyD88 comp: TLR4-MyD88 interaction inhibition in cells; inhibition, % at 8.4 µM; O00206+Q99836; HeLa CL3-4 TLR4/MyD88 BLA complementation, FRET ratio; AID 861; 200,000 tested, 0.18% active; in the data active = inhibition above about 25%;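 also: 0% = vehicle and 100% = reference inhibitor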
Diaph inh CS: counter-screen for diaphorase-based assays: diaphorase inhibitors and chemical oxidizers | diaphorase resazurin-to-resorufin fluorescence, NADH, 16 min; bacterial (C. kluyveri) enzyme, not human | inhibition, % at 20 µM | 190,000 tested, 0.69% active;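 active = primary screen inhibition at 20 µM above a set limit, cut at about 50% in these data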;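 also: plate controls were DMSO with full reaction for no effect and wells lacking NADH for full effect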
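material = Clostridium kluyveri diaphorase enzyme | amount = 0.14 U/mL diaphorase, enzyme working solution | schedule = incubation 16 min, room temperature | detection = fluorescence of resorufin formed from resazurin, Ex 544/Em 590 nm | benchmarks = positive control minus NADH, DMSO neutral control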
S1P3 antagonist: blocks the human S1P3 receptor; AID 485; inhibition, % at 4.98 µM; 170,000 tested, 0.27% active; CHO S1P3 NFAT-BLA reporter, FRET fluorescence, antagonist mode;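 active = inhibition above the plate cutoff, the mean inhibition of test wells on that plate plus 3 SD, cut at about 28% in these data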;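 also: cells challenged with S1P at its EC80 of 0.8 µM; blue over green emission ratio from cleaved BLA substrate after 4 h stimulation; 0% = S1P-stimulated wells and 100% = unstimulated DMSO-only wells; some compounds past the cut are filed as inactive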
Target sequence (Q99500 whole entry, looked up): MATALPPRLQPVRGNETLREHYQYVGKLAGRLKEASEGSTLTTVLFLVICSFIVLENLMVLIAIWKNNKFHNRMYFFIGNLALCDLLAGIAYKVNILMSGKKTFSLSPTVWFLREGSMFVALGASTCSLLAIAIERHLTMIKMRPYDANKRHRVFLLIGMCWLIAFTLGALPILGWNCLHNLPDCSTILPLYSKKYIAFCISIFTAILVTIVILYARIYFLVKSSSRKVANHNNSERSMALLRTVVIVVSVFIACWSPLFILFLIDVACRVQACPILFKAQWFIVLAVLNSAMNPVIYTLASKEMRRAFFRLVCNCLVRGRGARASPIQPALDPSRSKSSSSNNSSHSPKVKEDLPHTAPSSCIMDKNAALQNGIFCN
PMI act hi M6P: PMI (human) activation, high substrate. P34949. coupled PMI enzyme assay, resazurin fluorescence, 20 min; hits give high values; 1 = untreated enzyme, 0 = substrate-free blank. activation factor at 20 µM. 190,000 tested, 0.34% active;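 active = activation factor of 2 or more at 20 µM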
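Test system: human PMI in coupled enzyme assay; Input: PMI at 15 ng/mL final; Medium: HEPES buffer, pH 7.4; Schedule: 20 min incubation at room temperature; Technique: resorufin fluorescence at Ex 544/Em 590 nm; Compound: 20 µM single dose; Probe or stimulus: Near-saturating mannose-6-phosphate, 1.0 mM.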
RAM inhibit: inhibitors of the yeast RAM network; S. cerevisiae dse1pr::URA3 reporter, 5-FOA growth OD615, 2 d; analog-sensitive cbk1-as2 kinase mutant strain; inhibition, % at 50 µM; 190,000 tested, 1.8% active;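 active = inhibition above a set limit, 3 SD over mean compound inhibition, cut at about 8.4% in these data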;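 also: 0% = DMSO-only wells with no growth and 100% = 10 µM 1-NA-PP1 full growth; inhibition rescues growth on 5-FOA so higher OD means more RAM inhibition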
Redox H2O2 prof: compounds producing H2O2 with reducing agent – biochemical, NIH compound library profiling, artefact control for MLSCN library redox annotation, primary screen | DTT-dependent redox cycling H2O2, phenol red/HRP absorbance; 100% = 100 µM peroxide control, 0% = buffer | activation, % at 10 µM | 200,000 tested, 0.03% active;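 active = activation of at least 50% relative to the plate's high and low controls in the primary single-dose screen; inactive = activation below 50%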;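 also: compound incubated with DTT at 0.8 mM final as the reducing agent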
* = called active by the depositor; nt = no result given. Rule as the data show it, unless noted: active = inhibition above about 50%; inactive = the rest.

SMILES	G6PDH counter	Diaphorase act	Hsp70 activator	Lmaj promast	PMI act	TLR4 MyD88 comp	Diaph inh CS	S1P3 antagonist	PMI act hi M6P	RAM inhibit	Redox H2O2 prof
CCN(CC)S(=O)(=O)c1cccc2cccnc12	2.2	0.9	-0.1	5.9	1	-3.0	6.3	nt	1	-1.0	0.1
CCC(C)Sc1nc2c(cnn2-c2ccc(C)c(C)c2)c(=O)[nH]1 (stereo unspecified)	-3.8	0.9	-0.4	44.1	0.8	0.1	7.8	23.3	0.8	3.0	0.1
CC(=O)Nc1ccc(NC2(C)C(=O)c3ccccc3C2=O)cc1	-1.6	1	0.0	10.1	1	4.5	4.2	26.5	1	0.4	0.2
Cc1ccc(NC(=S)Nc2ccc(Br)cc2)cc1	4.0	0.9	-0.2	7.4	1	-22.0	6.2	nt	0.9	2.4	2.9
CC1=CC(C)(C)N2C(=O)C3(C(C#N)=C(N)OC4=C3C(=O)CC(C)(C)C4)c3cc(C)cc1c32 (stereo unspecified)	5.8	0.9	0.6	15.3	0.9	-1.1	12.8	nt	1	1.0	0.0
CSc1cccc(NC(=S)N(CCC(C)C)C2CCN(C(C)=O)CC2)c1	12.7	1	-0.1	2.5	1.1	-1.8	0.0	-10.4	0.9	1.2	-0.2
S=c1[nH]nc(-c2cc(-c3ccsc3)n[nH]2)n1-c1cccc2ccccc12	2.5	0.7	0.3	74.6*	0.9	-15.6	32.0	-11.6	0.9	-0.1	-0.3
CC1(c2cccc3ccccc23)NC(=O)N(CC(=O)NC2CCS(=O)(=O)C2)C1=O (stereo unspecified)	13.1	1	-0.4	-6.2	1	-7.5	-0.2	-0.7	1	0.6	-0.2
CC(C)COC(=O)N1CCCC1C(=O)Nc1nccs1 (stereo unspecified)	10.0	1	-0.1	-4.1	0.9	3.1	-4.6	-53.9	1.1	2.4	2.1
O=C(NCc1ccccc1)c1ccc(C(=O)N(C2CCCCC2)C2CCCCC2)cc1	14.7	0.8	-0.3	37.7	0.9	-1.3	15.2	nt	0.9	1.9	0.0
COC(=O)CNC(c1ccccc1)c1cc(Br)ccc1NC(=O)OCc1ccccc1 (stereo unspecified)	8.3	1	-0.3	11.3	0.9	-13.0	-0.2	nt	1	7.6	1.8
FC(F)(F)C(F)(F)C(F)(F)c1nnc2ccc(N3CCOCC3)nn12	-7.8	0.9	-0.2	-2.0	1	13.8	7.2	6.3	1	-0.5	1.9
COc1ccc(C(=O)NNC2=Nc3cccc4cccc2c34)cc1	-2.7	1	-0.3	11.9	1	-9.2	0.2	-1.0	0.9	2.0	0.6
O=C(Cn1ccc([N+](=O)[O-])n1)Nc1ccccn1	6.9	1	-0.1	5.0	1	1.2	1.9	-13.7	1	1.4	0.2
O=C(c1cccc(S(=O)(=O)N2CCc3ccccc32)c1)N1CCN(c2ccccn2)CC1	3.2	0.9	-0.5	21.5	0.9	-14.5	14.3	-4.9	1	1.9	-1.1
COc1ccc(NC(=O)c2ccc3c(c2)NC(=O)CS3)cc1S(=O)(=O)Nc1ccc(Br)cc1	8.5	0.8	-0.3	16.2	0.5	1.8	22.3	-6.7	0.8	8.0	0.1
COc1ccc(NC(=S)N(CCN2CCOCC2)C2CCN(C(C)=O)CC2)cc1Cl	0.4	0.9	-0.4	-3.5	1	-7.7	7.8	-5.8	1	0.5	-2.6
Nc1cc(C(=O)O)ccc1N1CCCCCC1	-1.1	0.9	-0.2	-8.2	0.9	5.1	14.2	-27.4	0.9	0.7	2.9
COC(=O)Nc1ccc(S(=O)(=O)N2CCCC(C(=O)N3CC(C)OC(C)C3)C2)cc1 (stereo unspecified)	7.2	0.9	-0.1	-5.5	1	-8.2	6.1	-3.1	1.1	1.4	-1.9
N=c1ncn(CC(O)CO)c2nc(N3CCOCC3)[nH]c12 (stereo unspecified)	-1.6	1	0.2	-2.0	1	10.8	3.8	nt	1	1.7	0.2
CCOC(=O)C1CCN(C(=O)COC(=O)CCOc2ccc(C)cc2)CC1	8.9	1	0.1	-1.1	1.1	14.6	-0.4	4.5	1.2	0.6	0.8
O=C(c1n[nH]c(=O)c2ccccc12)N1CCN(c2ccc(F)cc2)CC1	9.0	0.9	0.2	-7.2	1	-6.2	6.3	0.9	1	1.0	1.9
O=C(CSc1nnc(-c2ccccc2)n1-c1ccccc1)NCc1ccco1	3.4	0.9	-0.4	3.2	1	4.3	5.5	nt	1	5.1	0.2
Cc1c(NC(=O)/C(C#N)=C/c2ccc(-c3cccc(Cl)c3)o2)c(=O)n(-c2ccccc2)n1C	-12.7	0.8	-0.4	23.2	0.9	-8.5	24.5	12.5	0.9	3.6	0.0
COc1ccccc1OCC(=O)NCCSCc1ccccc1Cl	-1.5	0.9	-0.3	-2.4	1	14.3	12.6	6.7	0.9	-2.2	0.3

Carrying on:
SMILES	G6PDH counter	Diaphorase act	Hsp70 activator	Lmaj promast	PMI act	TLR4 MyD88 comp	Diaph inh CS	S1P3 antagonist	PMI act hi M6P	RAM inhibit	Redox H2O2 prof
COc1ccc(C2=Nn3c(nnc3C3CCCCC3)SC2)cc1OC	3.3	0.9	-0.4	50.4*	1	0.1	7.1	nt	1	1.7	-0.2
OCCn1c(-c2ccc3c(c2)OCO3)csc1=Nc1ccccc1	-21.7	0.9	-0.3	11.2	0.9	-2.2	6.7	19.1	1	3.7	1.4
Brc1ccc2nc(CSc3ncn[nH]3)cn2c1	4.2	0.9	0.3	-5.3	1.1	-0.9	11.5	-13.0	1.1	0.0	3.5
COc1cc(/C=N/NC(=O)c2cnccn2)ccc1O	-5.6	0.9	-0.3	-4.7	0.9	8.5	11.6	-18.3	0.9	2.0	0.0
N#Cc1ccc2ccn(CC(=O)NC3CCCCC3)c2c1	4.2	0.8	0.0	3.9	0.9	-8.5	23.4	13.5	0.9	4.5	-0.4
Cc1nc2ccccn2c1C(=O)CSc1ccc(Cl)cc1Cl	1.9	0.8	0.0	2.7	0.9	7.0	15.5	nt	1	5.3	-3.7
c1ccc(CCn2nnnc2C(c2cccs2)N2CCN(Cc3ccc4c(c3)OCO4)CC2)cc1 (stereo unspecified)	3.4	0.9	-0.4	79.9*	0.9	-11.2	11.3	8.4	1	0.1	1.7
COc1ccccc1-c1nnc(SCC(=O)N2CCOCC2)n1-c1ccccc1	2.6	0.9	-0.1	-4.0	1	-3.6	13.3	nt	0.9	1.5	2.7
Cc1ccnc(N2CCC(C(=O)Nc3ccc4c(c3)OCO4)CC2)n1	7.0	0.9	-0.4	-0.8	0.9	11.4	10.5	8.7	1	2.0	-0.8
COc1ccc(S(=O)(=O)Nc2ccc3ccccc3c2)cc1C	7.6	0.8	-0.5	6.0	0.8	-0.2	21.3	nt	0.8	5.2	0.0
CC(=O)N1N=C(c2ccccc2)OC1(C)CC(=O)Nc1ccccc1 (stereo unspecified)	3.0	1	-0.3	-7.6	1	0.7	-1.1	-18.8	1	3.2	0.0
Cc1c(NC(=O)/C=C/c2cccs2)c(=O)n(-c2ccccc2)n1C	0.2	0.9	-0.3	0.7	0.9	-0.6	12.1	nt	0.9	1.4	-10.7
N#CC(C(=O)O)=C1CCCC1	5.8	0.9	0.1	-3.7	1.1	2.2	5.3	-37.0	1	0.8	14.8
CCOc1ccc(/C=C/C(=O)c2ccc(-c3ccccc3)cc2)cc1	12.0	1.1	-0.2	-4.0	1	-13.4	-10.3	-5.6	1.1	8.9*	0.5
O=C(COC(=O)c1ccc(S(=O)(=O)Nc2ccccc2)cc1)NCCC1=CCCCC1	6.6	0.8	-0.1	-2.8	0.8	-21.0	19.8	-0.1	0.8	4.5	0.6
Cc1ccc(NC(=O)C2(S(=O)(=O)c3ccc(C)cc3)CC2)cc1	6.6	0.9	-0.1	6.8	1	-7.7	8.5	nt	1.1	1.3	0.2
COc1ccc(C(=O)n2cnc(N)n2)cc1	4.8	0.9	0.2	-5.5	1	5.9	7.1	-6.9	0.9	-0.5	1.1
CCn1c(SCc2nc3ccccc3[nH]2)nnc1-c1ccccc1OC	8.5	1	-0.2	2.8	1.1	-16.8	1.2	10.5	1.1	0.0	4.4
O=C1C(=O)N(CCN2CCOCC2)C(c2ccccn2)/C1=C(/O)c1ccc(F)cc1 (stereo unspecified)	8.9	0.8	0.0	4.9	1.4	-3.2	24.5	nt	1.2	1.3	-0.5
N#Cc1c(NC(=O)COC(=O)C2CC3C=CC2C3)oc(-c2ccccc2)c1-c1ccccc1 (stereo unspecified)	-21.7	0.8	-0.3	-1.1	0.9	0.0	17.8	nt	0.9	5.8	1.1
CCSc1cnn(-c2ccccc2)c(=O)c1SCC	4.4	0.9	-0.3	23.1	1	-5.7	9.1	nt	1	0.8	0.3
Cn1ccnc1SCC(=O)Nc1cc(S(=O)(=O)N2CCOCC2)ccc1Cl	-0.6	0.9	-0.1	61.7*	1.1	-1.9	8.4	-6.1	1.1	2.2	-0.2
O=C(O)CCC(=O)Nc1ccc(Br)c(Cl)c1	3.1	0.9	-0.3	-8.4	1	3.7	13.9	nt	1	-0.2	-5.0
CSc1ccccc1C(=O)Nc1ccccc1C	7.2	1.1	-0.3	6.6	1.1	12.7	-7.1	-16.1	1.1	0.1	0.4
O=C(NCc1cccs1)C1CCCN1C(=O)Nc1cccc(Cl)c1 (stereo unspecified)	5.1	0.9	-0.3	33.8	1	6.5	7.2	-9.9	1.1	0.8	-0.4
Cc1cc(N2CCCC2=O)cc(C)c1S(N)(=O)=O	-10.9	0.9	0.0	-7.8	1	-9.8	8.8	-0.2	0.9	-0.9	-3.9

A portion taken from the entries so far, for reference:
SMILES	G6PDH counter	Diaphorase act	Hsp70 activator	Lmaj promast	PMI act	TLR4 MyD88 comp	Diaph inh CS	S1P3 antagonist	PMI act hi M6P	RAM inhibit	Redox H2O2 prof
O=C(O)CCC(=O)Nc1ccc(Br)c(Cl)c1	3.1	0.9	-0.3	-8.4	1	3.7	13.9	nt	1	-0.2	-5.0
CSc1ccccc1C(=O)Nc1ccccc1C	7.2	1.1	-0.3	6.6	1.1	12.7	-7.1	-16.1	1.1	0.1	0.4
O=C(NCc1cccs1)C1CCCN1C(=O)Nc1cccc(Cl)c1 (stereo unspecified)	5.1	0.9	-0.3	33.8	1	6.5	7.2	-9.9	1.1	0.8	-0.4
Cc1cc(N2CCCC2=O)cc(C)c1S(N)(=O)=O	-10.9	0.9	0.0	-7.8	1	-9.8	8.8	-0.2	0.9	-0.9	-3.9
